# Tb PYK inh – qHTS of Trypanosoma Brucei Inhibitors | pyruvate kinase (Trypanosoma brucei), Q57TT1 | Potency, µM (doses to about 76.8 µM), inactives show at the highest dose activity, negative = inhibition, hits mostly inhibitors | TbPYK enzyme, Kinase-Glo Plus ATP luminescence, 45 min | 410,000 tested, 0.12% active | AID 624173, 2012; further: potency means the concentration at half of the fitted maximal effect; on the % scale 0 is the no-effect control and ±100 the full control effect; nearly all actives have a fitted effect of over 50% in size
#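 Luminescence from Kinase-Glo Plus, added after a 45-minute room-temperature reaction, served as the end-point read-out. The enzyme and substrate were preincubated with compound before ADP (130 uM final) initiated turnover. Concentration-effect curves came from normalized qHTS data.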
# LmPK inhibitor – qHTS Assay for Inhibitors of Leishmania Mexicana Pyruvate Kinase (LmPK); Q27686; 290,000 tested, 0.37% active; purified LmPK, Kinase-Glo ATP luminescence, 1 h; Potency, µM (top dose mostly 57.5 µM), without a hit: top-dose activity change, negative = inhibition, hits mostly inhibitors; further: potency means the concentration at half of the fitted maximal effect; on the % scale 0 is the no-effect control and ±100 the full control effect
# Target sequence (Q27686 whole entry, looked up): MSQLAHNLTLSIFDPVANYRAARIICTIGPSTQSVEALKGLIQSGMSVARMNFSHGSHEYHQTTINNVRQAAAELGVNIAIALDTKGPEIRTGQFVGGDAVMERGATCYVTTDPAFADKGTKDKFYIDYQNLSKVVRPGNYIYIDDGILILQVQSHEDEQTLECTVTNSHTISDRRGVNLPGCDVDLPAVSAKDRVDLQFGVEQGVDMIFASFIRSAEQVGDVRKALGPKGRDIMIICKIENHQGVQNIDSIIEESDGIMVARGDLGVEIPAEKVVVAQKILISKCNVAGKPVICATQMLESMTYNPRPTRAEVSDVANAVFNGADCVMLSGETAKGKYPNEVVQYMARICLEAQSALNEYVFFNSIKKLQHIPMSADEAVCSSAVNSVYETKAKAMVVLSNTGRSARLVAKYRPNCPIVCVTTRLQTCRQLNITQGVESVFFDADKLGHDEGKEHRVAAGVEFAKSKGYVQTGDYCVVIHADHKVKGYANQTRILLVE
#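 Purified LmPK (0.1 nM) with 0.5 mM PEP and 0.1 mM ADP in imidazole buffer pH 7.2 with MgCl2/KCl, 1 h at room temperature. ATP formed was read by luciferase luminescence and normalized to no-enzyme and uninhibited controls.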
# Pf growth 48h – Primary qHTS for delayed death inhibitors of the malarial parasite plastid, 48 hour incubation; Potency, µM (titrated, usually from 28.7 µM), inactives show at the top dose activity change, negative = inhibition, usual class: inhibitors; P. falciparum luciferase growth in erythrocytes, 48 h; 310,000 tested, 5.9% active; further: potency means the concentration at half of the fitted maximal effect; on the % scale 0 is the no-effect control and ±100 the full control effect
#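 First compound was added to culture medium, then infected red cells at 0.1% parasitemia and 2% hematocrit (final). After incubation at 37 C under 5% CO2, luciferase detection reagent was dispensed and light output recorded.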
# Shiga toxin inh – A qHTS for Small Molecule Inhibitors of Shiga Toxin. Vero cells, Shiga toxin protein synthesis inhibition reporter. inhibition, % at 38.7 µM. 290,000 tested, 9.2% active; in the data active means inhibition mostly above about 28%, no sharp cut-off; inactive means mostly below about 43%; further: 0% is about no effect
# CHX counter – Cycloheximide Counterscreen for Small Molecule Inhibitors of Shiga Toxin | cell reporter, cycloheximide protein synthesis inhibition counterscreen | max response, % | 300,000 tested, 12% active | AID 2314, 2010; in the data active means max response mostly above about 13%, no sharp cut-off; inactive means mostly below about 14%; further: read at 38.3 µM for the half of the compounds with a filed dose; 0% is about no effect
# Pf growth 96h – Primary qHTS for delayed death inhibitors of the malarial parasite plastid, 96 hour incubation | P. falciparum luciferase reporter growth, 96 h | Potency, µM (titrated, usually from 28.7 µM), for the others: top-dose activity change, negative = inhibition, most hits filed as inhibitors | 320,000 tested, 6.9% active; further: potency means the concentration at half of the fitted maximal effect; on the % scale 0 is the no-effect control and ±100 the full control effect
#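 Erythrocytes infected with luciferase-expressing P. falciparum were dispensed at 2% hematocrit and 0.05% parasitemia (final), then incubated with compounds 96 hours at 37 C in 5% CO2. Luminescence after detection reagent addition reported growth.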
# HCV inhibitor – qHTS Assay for Inhibitors of Hepatitis C Virus (HCV) | Potency, µM (doses to about 41.8 µM), for the others: top-dose activity change, negative = inhibition, most hits filed as inhibitors | Huh7.5.1 HCVcc-Cre infection, luciferase reporter, 44 h | 340,000 tested, 3.4% active | AID 651820, 2012; further: potency means the concentration at half of the fitted maximal effect; on the % scale 0 is the no-effect control and ±100 the full control effect
#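 Cells seeded at 1,000/well and cultured 4 h, then compounds added followed by HCVcc-Cre virus (~0.5 moi). After 44 h further culture, luciferase substrate was added, plates held 15 min at room temperature, and luminescence read for 15 sec.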
# * hit, by the source's call; ? = inconclusive; / = not tested or not shown; [ ] = remark or other dose. Unless noted, the call rests on the fitted dose curve; in most records, active means well fitted curve in the direction sought with a large enough effect; inconclusive means small, poorly fitted or top-dose-only effect, or another doubt; inactive means no such curve, though single readings can be large; an effect the other way counts as inactive or inconclusive.
SMILES,Tb PYK inh,LmPK inhibitor,Pf growth 48h,Shiga toxin inh,CHX counter,Pf growth 96h,HCV inhibitor
Cn1cc(C2=C(c3ccc(Cl)cc3Cl)C(=O)NC2=O)c2ccccc21,-11%,0%,?,19,-2,-17%,-7%
O=C1/C(=C/c2cccs2)SC(=S)N1c1ccccc1,0%,3%,10%,36,-3,30%[activator],-5%
Cc1ccc(C(c2nnnn2CC2CCCO2)N2CCN(C(=O)c3ccco3)CC2)cc1 (stereo unspecified),-15%,-1%,?,11,3,?,6%
O=C(CCNC(=O)c1ccccc1)OCN1C(=O)c2ccccc2C1=O,1%,2%,32%[activator],-23,-4,-3%,6%
O=C(Nc1ccc2c(c1)OCO2)c1ccc(Cl)nc1,-10%,5%,/,65,17,70%[activator],18%
CC1(C)CC2(CCCN(CC(O)(c3ccccc3)c3ccccc3)C2)CCO1 (stereo unspecified),2%,2%,?,22,7,?,10%
Cn1nc(C(=O)Nc2ccc(Cl)c(S(=O)(=O)N3CCOCC3)c2)c2ccccc2c1=O,-12%,/,?,/,/,?,?
Cc1cc(C)c(NC(=O)CCCn2c(=O)oc3ccccc32)c(C)c1,6%,/,-13%,/,/,-14%,-1%
O=C(COC(=O)c1cccc(-n2cnnn2)c1)c1ccc(Br)cc1,-1%,/,141%[activator],/,/,95%[activator],28%
COc1ccc(C2C(C#N)=C(N)Oc3cc(C)[nH]c(=O)c32)c(OC)c1OC (stereo unspecified),-7%,-9%,/,-18,-6,-16%,3%
Cc1ccc(NCC(=O)Nc2cccc(F)c2)cc1S(=O)(=O)N1CCCCCC1,-4%,-8%,0.26µM*,31,-5,0.21µM*,?
Fc1ccc(-n2c(CN3CCCCC3)n[nH]c2=S)cc1,?,-26%,-5%,-4,9,14%,-9%
N#Cc1cc(C(=O)c2ccccc2OCC(=O)Nc2ccccc2Cl)cn(C2CCCCC2)c1=O,-2%,5%,?,-12,1,?,?
COc1ccc(CCNC(=O)CCS(=O)(=O)c2ccc(Br)cc2)cc1OC,1%,-10%,11%,-10,2,-2%,8%
COc1cc(CN2CCC(n3nccc3NC(=O)C3CC3)CC2)cc(OC)c1,2%,3%,-20%,-14,-2,21%,-7%
COc1ccc(S(=O)(=O)N2CCC(C(=O)NCCC(=O)NCc3ccccc3OC)CC2)cc1,2%,4%,12%,11,-1,?,21%
Clc1ccc(-c2nc(-c3cc4cc(Cl)ccc4o3)cs2)cc1,3%,-1%,-1%,3,-2,37%[activator],9%
O=C(O)C1=C[C@@H](C2CC2)C[C@@H](OCc2ccc(CO)cc2)O1,-2%,5%,22%,6,1,75%[activator],25%
O=C(c1cccnc1)N1CCN(S(=O)(=O)c2ccc(F)cc2)CC1,1%,-5%,14%,-5,-1,?,21%
CCN(C(=O)CN(C)Cc1cccc(Cl)c1Cl)c1c(N)n(Cc2ccccc2)c(=O)[nH]c1=O,4%,-2%,-13%,-15,-5,?,8%
CCCCNC(=O)CC1N=C2c3ccccc3N=C(SCC(=O)Nc3ccccc3OC)N2C1=O (stereo unspecified),2%,-3%,10µM*,-7,5,64%[activator],2%
O=C(O)c1ccc(CSC2CCCCC2)cc1,-7%,-2%,-1%,-6,6,1%,20%
COc1ccc(NC(=O)C/C(C)=N/NC(=O)c2ccco2)c([N+](=O)[O-])c1,6%,-1%,5%,93*,19*,?,-9%
O=S1(=O)N=C(N2CCCC2)c2ccccc21,0%,1%,-8%,6,2,14%,-17%
COCCCNC(=O)CN(c1ccc(OC)cc1)S(=O)(=O)c1ccc(NC(C)=O)cc1,-8%,2%,?,-6,-4,?,-7%
Cc1ccc2nc(CCCc3nc4ccc(C)cc4[nH]3)[nH]c2c1,5%,0%,?,2,-1,-19%,-2%
C/C(Cl)=C/Cn1c(SCC(C)C)nc2c1c(=O)[nH]c(=O)n2C,-2%,2%,12%,4,1,9%,-5%
COC(=O)[C@@]1(Cc2ccc(OC)cc2)[C@@H]2C(=CC(=O)[C@H]2CC(=O)C(=O)N(C)C)CN1C(=O)c1ccccc1,-5%,5%,15µM*,-18,-5,9.3µM*,13µM*
S=c1[nH]nc(-c2cc(-c3ccccc3)n[nH]2)n1/N=C/c1cccc(Cl)c1,?,-3%,24%,10,1,21%,1%
CCCCNC(=O)NCCN1CCOCC1,2%,-2%,-1%,-5,-3,8%,11%
COCCNC(=O)C1CCCN(c2nn3c(=O)cc(C)nc3s2)C1 (stereo unspecified),3%,5%,-2%,2,-4,?,0%
NNC(=O)CSc1nc(-c2ccccc2)nc2c1CCCC2,-5%,3%,6%,14,10,?,?
CCOC(=O)c1c(NC(=O)CSc2nnnn2-c2ccccc2)sc2c1CC(C)(C)NC2(C)C,1%,0%,6.6µM*,-13,-3,2.6µM*,-18%
Cc1nc(SCC(=O)Nc2ccc(N3CCOCC3)cc2)nc(C)c1C,-9%,4%,-5%,-12,-1,?,-22%
CCn1c(SCCC(=O)O)nnc1-c1cccnc1,2%,2%,3%,10,-2,369%[activator],26%
Cc1ccc(-c2c(C)c(-c3ccc(F)cc3)nc(N)c2C#N)o1,-12%,1%,-6%,-14,19,-1%[5.75 µM],1%
COCCCn1c(=O)/c(=C\c2ccccc2OC(F)F)s/c1=C(/C#N)C(=O)NCCOC,2%,8%,-9%,13,-2,-6%,3%
COCCn1c(SCc2cc(=O)n3cc(C)ccc3n2)nc2ccccc2c1=O,/,1%,25%,-6,-3,42%[activator],/
Cc1ccc(Cn2ccc(NC(=O)c3cc4nc5c(c(C(F)(F)F)n4n3)CCc3ccccc3-5)n2)cc1,/,4%,-23%,-8,-2,18%,/
COc1ccc(Br)c(C(=O)OCc2cc(=O)oc3cc(C)ccc23)c1,-7%,-15%,16%,18,-5,10%,?
CC(=O)OCC1=C(C(=O)O)N2C(=O)C(NC(=O)c3ccc(COc4c(C)cccc4Cl)o3)C2SC1 (stereo unspecified),1%,18%,21%,-4,6,?,5%
COc1ccc(-c2c3c(=O)n(C)c(=O)n(C)c3cn2Cc2ccccn2)cc1,-4%,4%,-28%,42,-2,8%,6%
CC(=O)c1c(C(C)=O)c(C)n(-c2ccc(C(=O)O)cc2)c1C,-6%,3%,-2%,8,-1,/,-17%
CCC(=O)Nc1ccc2oc(-c3ccccc3Br)nc2c1,-4%,1%,36%[activator],122*,49*,-6%,?
CC1CCCCN1Cc1nc2c(c(=O)n(C)c(=O)n2C)n1Cc1c(F)cccc1Cl (stereo unspecified),0%,-4%,-6%,8,-4,?,-15%
CCn1c(-c2cccc(Cl)c2)n[nH]c1=S,?,-22%,-4%,-15,-2,/,12%
O=C(/C=C\c1ccco1)Nc1nc(-c2ccc3ccccc3c2)cs1,-9%,7%,-18%,58*,21,-2%,?
Cc1cccc(N(Cc2cc(=O)[nH]c3ccccc23)C(=O)C(C)C)c1,-12%,-1%,?,-12,-2,-20%,-1%
CCCCCOc1ccc(/C=C/C(=O)NCCc2nc3ccccc3[nH]2)cc1OC,1%,-1%,10µM*,1,1,49%[activator],-13%
CC(=O)Oc1ccc2c(c1)c(C(C)=O)c(C)n2C,1%,-5%,39%[activator],13,-3,6%,1%

# Filtered by structure, the entries above with fluorine.
SMILES,Tb PYK inh,LmPK inhibitor,Pf growth 48h,Shiga toxin inh,CHX counter,Pf growth 96h,HCV inhibitor
Cc1ccc(NCC(=O)Nc2cccc(F)c2)cc1S(=O)(=O)N1CCCCCC1,-4%,-8%,0.26µM*,31,-5,0.21µM*,?
Fc1ccc(-n2c(CN3CCCCC3)n[nH]c2=S)cc1,?,-26%,-5%,-4,9,14%,-9%
O=C(c1cccnc1)N1CCN(S(=O)(=O)c2ccc(F)cc2)CC1,1%,-5%,14%,-5,-1,?,21%
Cc1ccc(-c2c(C)c(-c3ccc(F)cc3)nc(N)c2C#N)o1,-12%,1%,-6%,-14,19,-1%[5.75 µM],1%
COCCCn1c(=O)/c(=C\c2ccccc2OC(F)F)s/c1=C(/C#N)C(=O)NCCOC,2%,8%,-9%,13,-2,-6%,3%
Cc1ccc(Cn2ccc(NC(=O)c3cc4nc5c(c(C(F)(F)F)n4n3)CCc3ccccc3-5)n2)cc1,/,4%,-23%,-8,-2,18%,/
CC1CCCCN1Cc1nc2c(c(=O)n(C)c(=O)n2C)n1Cc1c(F)cccc1Cl (stereo unspecified),0%,-4%,-6%,8,-4,?,-15%

# Next part.
SMILES,Tb PYK inh,LmPK inhibitor,Pf growth 48h,Shiga toxin inh,CHX counter,Pf growth 96h,HCV inhibitor
Cc1nn(-c2ccccc2)c(C)c1/C=N/NC(=O)c1cc(-c2ccc(Cl)s2)[nH]n1,5%,3%,?,3,-4,-1%,?
CC(=O)c1ccn(S(=O)(=O)c2ccc(Cl)cc2)c1,-2%,3%,18%,-6,-3,-18%,13%
Cc1ccc(OCC(O)CN2C(=O)NC(C)(C)C2=O)cc1 (stereo unspecified),-2%,0%,-14%,-2,-4,-9%,14%
Cc1cccc(C(=O)OCC(=O)NN2C(=O)NC3(CCCCC3)C2=O)c1,-8%,/,13%,/,/,11%,8%
N#CCC(CNc1ncc(C(F)(F)F)cc1Cl)OC(=O)c1ccc(Cl)cc1 (stereo unspecified),12%,3%,?,10,-4,?,?
NNC(=O)c1cc(Cl)ccc1Cl,-23%,-2%,-12%,-10,7,17%,31%[activator]
COc1ccc(CNC(=O)C/C(C)=N/NC(=O)c2cnccn2)cc1,2%,2%,44%[activator],71*,45*,19%,-7%
O=C(CSc1cccc[n+]1[O-])c1ccccc1Br,2%,4%,-5%,22,12,?,33%[activator]
CC(=O)Nc1ccc(NC(=O)CSc2ccc(-c3ccc(-n4ccnc4)cc3)nn2)cc1,-14%,/,-8%,/,/,11%,7%
c1ccc(Cn2c(NCc3ccccn3)nc3ccccc32)cc1,3%,1%,-1%,3,-2,?,6%
CSc1nc(Oc2ccc3ccccc3c2)c2sccc2n1,1%,0%,?,10,-2,?,?
O=C(NCc1ccc(N2CCCC2=O)cc1)c1cnccn1,0%,0%,/,-9,-1,?,13%
Cc1cccc(N2CCN(C(=O)c3cc4c(=O)n(C)c5ccccc5c4n3C)CC2)c1C,0%,6%,/,-11,-3,26%,0%
O=C(COC(=O)CCC(=O)c1ccc(Cl)cc1)NCCc1ccccc1,0%,6%,13%,-3,-2,11%,12%
Cc1cc(=O)oc2c(CN3CCCCC3)c(O)c(Cl)cc12,3%,1%,7%,-3,7,14%,?
COc1ccc(-c2cc3c(=O)n(CC(=O)Nc4ccc(C(C)=O)cc4)ncn3n2)cc1,-4%,-10%,62%[activator],10,-3,?,0%
O=C(Nc1cccc(C(F)(F)F)c1)c1ccc(N2CCNCC2)c([N+](=O)[O-])c1,5%,9%,2.6µM*,-5,1,?,13µM*
CC(C)[C@H]1CN=C2N(CCNC(=O)CCC3CCCCC3)[C@H](Cc3ccc(O)cc3)CN21,-18%,-5%,9.3µM*,11,0,?,4%
CC1CCN(C(=O)c2ccc(NC3=C(Cl)C(=O)N(Cc4ccccc4)C3=O)cc2)CC1,1%,/,?,/,/,?,?
COc1ccc(C(=O)CSc2nnc(COc3ccc(C#N)cc3)n2-c2ccccc2)cc1,0%,1%,-23%,-8,-3,/,-6%

# High-throughput results from PubChem.
